# D2 potentiator = HTS Assay for Positive Allosteric Modulators of the Human D2 Dopamine Receptor: Primary Screen for Potentiators; HEK293 T-REx D2, calcium flux, EC20 dopamine potentiation; potentiation, % at 10 µM; actives 0.34% (n = 340,000);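 active = potentiation over 3 SD above the plate norm, cut at about 30% in these data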; note: 0% is about no effect
#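 Calcium flux readout, no-wash dye, 1 read/s. Inducible HEK293 Trex D2 line, overnight 30 C. Compound alone 180 s (agonist flags), then EC20 dopamine, another 180 s to score potentiation.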
# TRHR PAM = qHTS for Small Molecule Agonists and Allosteric Enhancers of Human TRH Receptor: Primary Screen for Enhancers; Thyrotropin-releasing hormone receptor (Homo sapiens), P34981; AID 493056, 2011; TRHR cells, fluo-8 calcium fluorescence, EC20 TRH enhancement; actives 0.66% (n = 360,000); enhancement, % at 2 µM; in the data active = enhancement above about 30%; note: 0% is about no effect
# Target sequence (P34981 whole entry, looked up): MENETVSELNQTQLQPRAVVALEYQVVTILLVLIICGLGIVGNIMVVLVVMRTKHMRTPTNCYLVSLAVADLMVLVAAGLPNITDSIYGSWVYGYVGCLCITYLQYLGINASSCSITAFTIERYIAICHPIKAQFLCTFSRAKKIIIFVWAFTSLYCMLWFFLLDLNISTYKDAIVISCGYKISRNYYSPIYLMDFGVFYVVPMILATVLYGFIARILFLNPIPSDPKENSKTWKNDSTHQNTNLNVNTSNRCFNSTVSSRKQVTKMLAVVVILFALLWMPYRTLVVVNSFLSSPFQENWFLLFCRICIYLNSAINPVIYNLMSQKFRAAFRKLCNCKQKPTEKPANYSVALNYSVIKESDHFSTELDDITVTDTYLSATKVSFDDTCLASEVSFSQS
#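 TRHR-expressing cells loaded with fluo-8 calcium dye were read kinetically (ex 480/em 530) during compound addition, then stimulated with an EC20 of TRH (10 nM final). Enhancement of the Gq-mediated intracellular calcium response was scored.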
# D1 PAM = Potentiators of Human D1 Dopamine Receptor: qHTS. AID 504651, 2011. potentiation, % at 10 µM. HEK293 TREx D1 cells, calcium flux, dopamine EC20 potentiation. actives 0.036% (n = 360,000); in the data active = potentiation above about 30%; note: 0% is about no effect
# Target sequence (P21728 whole entry, looked up): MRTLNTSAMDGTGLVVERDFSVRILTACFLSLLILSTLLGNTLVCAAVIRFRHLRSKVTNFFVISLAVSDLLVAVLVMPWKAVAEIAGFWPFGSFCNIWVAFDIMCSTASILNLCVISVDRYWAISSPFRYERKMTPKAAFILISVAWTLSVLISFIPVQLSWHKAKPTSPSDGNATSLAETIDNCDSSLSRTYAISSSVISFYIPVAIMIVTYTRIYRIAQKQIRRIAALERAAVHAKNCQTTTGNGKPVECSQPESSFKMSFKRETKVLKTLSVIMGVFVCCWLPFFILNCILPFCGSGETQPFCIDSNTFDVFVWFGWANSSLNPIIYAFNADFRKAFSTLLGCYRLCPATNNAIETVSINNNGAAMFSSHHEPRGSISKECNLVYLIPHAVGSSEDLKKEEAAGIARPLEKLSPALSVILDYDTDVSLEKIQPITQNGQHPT
# Anesthetic bind = qHTS Assay for Identification of Novel General Anesthetics; Ferritin light chain (Equus caballus), P02791; apoferritin/1-aminoanthracene competitive binding, fluorescence; Potency, µM (doses to about 77.5 µM), inactives show at the highest dose activity change, negative = displacement, actives largely listed as inhibitors; actives 0.074% (n = 350,000); AID 485281, 2010; note: potency is the fitted concentration of half-maximal effect; % is set by controls: 0 for no effect and ±100 for the full control effect; nearly all actives have a fitted effect of over 20% in size
# Target sequence (P02791 2-175 limits assumed): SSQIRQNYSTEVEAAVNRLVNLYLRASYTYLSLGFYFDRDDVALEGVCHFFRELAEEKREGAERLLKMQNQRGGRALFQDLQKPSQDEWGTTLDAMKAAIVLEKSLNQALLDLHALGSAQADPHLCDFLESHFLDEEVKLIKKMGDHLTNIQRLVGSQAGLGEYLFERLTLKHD
#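 Concentration-response curves derived by four-parameter Hill fitting of normalized fluorescence, where compounds displaced 1-AMA from 10 uM horse apoferritin following a brief 10 min room-temperature incubation; propofol titration acted as positive control.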
# RXFP1 antagonist = qHTS Assay for Antagonists of the Relaxin Receptor RXFP1. Relaxin receptor 1 (Homo sapiens), Q9HBX9. HEK293-RXFP1, relaxin-stimulated cAMP HTRF, 30 min; stronger effect = lower value. activity change, negative = inhibition, % at 57.5 µM. actives 0.59% (n = 350,000). AID 1259400, 2018;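 active = activity change of -60% or lower, but not beyond a set lower limit; inconclusive = change between -60% and -40%, or beyond the set limit; inactive = change above -40%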; note: % is set by controls: 0 for no effect and ±100 for the full control effect
# D1 ag = Allosteric Agonists of the Human D1 Dopamine Receptor: qHTS; D(1A) dopamine receptor (Homo sapiens), P21728; actives 1% (n = 360,000); AID 504660, 2011; HEK293 T-REx D1 cells, calcium flux, agonist mode; activation, % at 2 µM; in the data active = activation above about 30%; note: 0% is about no effect
#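 Agonism was scored from calcium flux recorded over 180 s (1 read/s) after pintool compound addition, following a 10-cycle baseline. Cells were inducible force-coupled HEK293 TREx D1, plated overnight at 30 C and loaded with no-wash calcium dye.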
# D1 antagonist = Antagonist of Human D 1 Dopamine Receptor: qHTS | D(1A) dopamine receptor (Homo sapiens), P21728 | actives 3.2% (n = 360,000) | activity change, negative = inhibition, % at 10 µM | HEK293 TREx D1 cells, calcium flux, dopamine EC80; stronger effect = lower value | AID 504652, 2011; in the data active = activity change below about -30%; note: % is set by controls: 0 for no effect and ±100 for the full control effect
#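 Kinetic fluorescence of a calcium dye serves as the read-out. D1-expressing Hek293 Trex cells, induced overnight at 30 C, are exposed to compound for 180 s before an EC80 dopamine addition, then read 180 s further.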
# RXFP1 agonist = qHTS Assay for Agonists of the Relaxin Receptor RXFP1. HEK293T-RXFP1 cAMP TR-FRET, 30 min; response scale: percent of porcine relaxin response, buffer zero. Potency, µM (series often up to 57.5 µM), inactives show at the highest dose activation, most hits filed as activators. actives 0.3% (n = 370,000). AID 2676, 2010. Relaxin receptor 1 (Homo sapiens), Q9HBX9; note: potency is the fitted concentration of half-maximal effect; % is set by controls: 0 for no effect and ±100 for the full control effect; nearly all actives have a fitted effect of over 60% in size; many of its hits are not listed in these tables
#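 cAMP rise read by TR-FRET after 30 min, 37C compound exposure (up to 58 uM) in RXFP1-transfected HEK293 cells with Ro 20174 present. EC50 from Hill-equation fits, with 29 nM porcine relaxin as 100% and buffer as basal.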
# TRHR ag = qHTS for Small Molecule Agonists and Allosteric Enhancers of Human TRH Receptor: Primary Screen for Agonists; actives 0.18% (n = 360,000); activation, % at 2 µM; Thyrotropin-releasing hormone receptor (Homo sapiens), P34981; TRHR cells, calcium flux fluo-8, FDSS agonist mode; in the data active = activation above about 30%; note: 0% is about no effect
#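 Steps: seed TRHR cells overnight; add fluo-8 no-wash Ca dye, RT 30 min–1.5 h; record 10 s baseline; pin-transfer compounds; monitor fluorescence 1 cycle/s for the agonist window. Calcium increases flag candidate agonists.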
# * = called active by the depositor; ? = inconclusive; / = not tested or not shown. Unless noted, calls come from the whole dose curve; as a rule, active = well fitted curve in the direction sought with a large enough effect; inconclusive = small, poorly fitted or top-dose-only effect, or another doubt; inactive = no such curve, though single readings can be large; an effect the other way counts as inactive or inconclusive.
# Below each SMILES – D2 potentiator	TRHR PAM	D1 PAM	Anesthetic bind	RXFP1 antagonist	D1 ag	D1 antagonist	RXFP1 agonist	TRHR ag
> CC(NC(=O)CN1CCc2ccccc21)c1ccccc1 (stereo unspecified)
  -8	18	1	0%	-7	2	16	0.0%	-0.9
> O=C(CSc1nc2ccc(Cl)cc2[nH]1)Nc1ccc2c(c1)CCC2
  -2	-2	15	-8%	-14	5	0	-1.3%	-0.3
> COc1ccc(CCNC(=O)CSc2nc(O)cc(=O)[nH]2)cc1OC
  -3	1	0	2%	24	4	8	-2.5%	0.0
> CS(=O)(=O)N1CCN(c2ccccc2NC(=O)c2ccc(-c3ccc(Cl)cc3Cl)o2)CC1
  /	-6	0	-11%	4	4	15	0.3%	-1.7
> Cc1ccc(NS(=O)(=O)c2ccc(-c3ccc(=O)[nH]n3)o2)cc1
  11	3	-4	-6%	26	0	-12	-0.5%	0.2
> CCCCN1CCc2c([nH]c3c(C)cccc23)C1=O
  13	2	-10	-2%	1	0	-17	-0.3%	-0.3
> Cc1nc2ccc(S(=O)(=O)NC(C(=O)NC3CCCC3)C(C)C)cc2s1 (stereo unspecified)
  5	-2	/	0%	/	0	6	2.8%	0.0
> COc1ccccc1CNC(=O)C1CCN(Cc2nc(-c3ccc(OC)c(OC)c3)oc2C)CC1
  13	20	-4	-10%	/	1	-4	0.3%	-0.2
> C=CCOc1cccc(C2C(C(=O)c3ccco3)=C(O)C(=O)N2CCN2CCOCC2)c1 (stereo unspecified)
  -3	3	4	-21%	-3	2	1	5.8%	0.3
> COc1ccc(NC(=O)C2C3CC/C=C\CCC32)cc1 (stereo unspecified)
  /	1	-1	-10%	-6	5	0	-0.4%	0.5
> Cc1ccc2nc(-c3ccncc3)cc(C(=O)Nc3ccncc3)c2c1
  1	-4	-3	-7%	-7	1	-12	0.3%	0.9
> CCc1nn(CC(=O)NCCN2CCOCC2)c(=O)c2cc3c(OC)cccc3n12
  -1	-7	-2	-2%	8	0	-23	9.3%	0.3
> O=C(c1cc(C2CC2)nn1-c1ccccc1)N1CCN(c2ccc(O)cc2)CC1
  -10	30*	12	/	-9	2	2	-1.0%	-1.3
> O=C(Cn1nnc2ccccc2c1=O)N[C@@H](Cc1ccccc1)C(=O)O
  -9	2	-4	4%	6	1	0	2.8%	-2.1
> CSc1ccc(Cl)c(C(=O)NCCOc2ccccc2)c1
  -9	-3	0	-21%	-6	12	1	0.3%	-1.0
> CC1CCN(CCCNC(=O)c2cc(Sc3ccc(F)cc3)nc3ccccc23)CC1
  /	-5	-1	-12%	-3	44*	-10	9.8%	3.7
> CCCCn1c(N)c(N(CC(C)C)C(=O)C2CCCO2)c(=O)[nH]c1=O (stereo unspecified)
  -10	3	4	/	-5	2	25	-0.4%	0.5
> O=C(COC(=O)c1ccccc1O)Nc1cc(S(=O)(=O)N2CCCCCC2)ccc1Cl
  -12	-2	0	/	5	1	-2	1.4%	1.4
> N#Cc1nc(COc2ccccc2)oc1NCCCn1ccnc1
  3	57*	-1	-12%	8	2	-33*	0.1%	0.1
> CCC(C)(C)NC(=O)C(c1ccc(OC)cc1)N(C(=O)CCC(=O)Nc1cc(C)on1)C(C)(C)C (stereo unspecified)
  /	1	-9	-3%	-7	3	-5	-0.7%	-0.7
> Cc1ccc(NC(=O)CSc2nnc3ccc(-c4ccncc4)nn23)cc1
  1	-10	0	/	6	2	-4	3.6%	0.0
> COc1ccc2c(c1)CCc1c(C(=O)N3CC4(C)CC3CC(C)(C)C4)noc1-2 (stereo unspecified)
  /	-2	-2	2%	-24	1	-8	-0.7%	2.4
> CC(=O)OC(C(=O)NCCN1CCOCC1)c1c(F)cccc1F (stereo unspecified)
  0	3	0	-1%	0	0	1	1.2%	1.1
> O=C(c1ccc(Cn2cc(Br)cn2)cc1)N1CCN(c2ccccc2)CC1
  -8	-3	4	-3%	-4	6	-9	0.7%	1.2
> Oc1ccc(Br)cc1C1C=C(c2ccc3c(c2)OCO3)NC(c2c(F)cccc2Cl)N1 (stereo unspecified)
  /	-2	-4	/	/	19	-56*	/	0.6
> O=C(c1cccc([N+](=O)[O-])c1)N1CCN(c2n[nH]c(=O)[nH]c2=O)CC1
  -7	6	-2	2%	-8	1	2	0.0%	0.4
> O=C(NC1CCCCC1)N1CCCCCCC1
  5	1	4	?	15	1	-11	0.0%	0.4
> CCS(=O)(=O)N1CCN(c2ccc(S(=O)(=O)N3CCOCC3)cc2)CC1
  /	-4	-2	-3%	-12	1	0	-0.7%	1.1
> COc1ccc(NC(=O)CNc2ccccc2N2CCCC2=O)cc1S(=O)(=O)N1CCOCC1
  -13	-4	/	/	-1	6	3	-0.6%	0.0
> Cc1cc(C)cc(NC(=O)c2cccc(C(=O)Nc3cc(C)cc(C)c3)n2)c1
  21	2	-3	-5%	0	-2	19	3.8%	0.6

# 3 compounds out of the list above, ordered by the value under RXFP1 agonist, lowest first.
Compound | D2 potentiator | TRHR PAM | D1 PAM | RXFP1 antagonist | D1 ag | D1 antagonist | RXFP1 agonist
COc1ccc(NC(=O)CNc2ccccc2N2CCCC2=O)cc1S(=O)(=O)N1CCOCC1 | -13 | -4 | / | -1 | 6 | 3 | -0.6%
COc1ccccc1CNC(=O)C1CCN(Cc2nc(-c3ccc(OC)c(OC)c3)oc2C)CC1 | 13 | 20 | -4 | / | 1 | -4 | 0.3%
O=C(COC(=O)c1ccccc1O)Nc1cc(S(=O)(=O)N2CCCCCC2)ccc1Cl | -12 | -2 | 0 | 5 | 1 | -2 | 1.4%

# Just D2 potentiator, D1 antagonist and D1 ag, for some of the entries so far:
molecule	D2 potentiator	D1 antagonist	D1 ag
Cc1nc2ccc(S(=O)(=O)NC(C(=O)NC3CCCC3)C(C)C)cc2s1 (stereo unspecified)	5	6	0
COc1ccccc1CNC(=O)C1CCN(Cc2nc(-c3ccc(OC)c(OC)c3)oc2C)CC1	13	-4	1

# Next part:
# Below each SMILES – D2 potentiator	TRHR PAM	D1 PAM	Anesthetic bind	RXFP1 antagonist	D1 ag	D1 antagonist	RXFP1 agonist	TRHR ag
> CC(c1ccc(F)cc1)n1c(-c2cccs2)n[nH]c1=S (stereo unspecified)
  -4	7	-6	-14%	-15	2	-14	3.5%	-0.3
> O=C(NCc1ccc(N2CCCC2=O)cc1)Nc1ccccc1
  /	-5	0	-8%	8	1	-3	-2.3%	0.8
> O=C(Cn1cnc2ccccc21)N1CCc2ccccc21
  0	2	5	?	1	2	2	3.5%	0.4
> CCOC(=O)Cc1csc(NC(=O)C(NC(=O)C2CCC(C)CC2)C(C)C)n1 (stereo unspecified)
  -8	-4	3	1%	12	2	-14	-1.9%	-0.7
> C=CCN(c1ccccc1)S(=O)(=O)c1cccc(C(=O)OCC(=O)NC2CC2)c1
  -3	5	-4	-15%	7	6	-34*	-0.8%	-0.2
> CCCn1c(N2CCN(C)CC2)nc2c1c(=O)[nH]c(=O)n2C
  -6	-1	-10	6%	9	2	-31*	1.3%	0.3
> COc1ccc(-c2cc(C(=O)N3CCN(c4ccccc4)CC3)c3ccccc3n2)cc1
  -3	-15	-6	-22%	-10	3	-37*	0.2%	0.3
> O=C(NCC(c1ccco1)S(=O)(=O)c1cccs1)c1ccc(C(F)(F)F)cc1 (stereo unspecified)
  -3	-2	1	-4%	0	1	1	6.4%	-0.4
> O=C1C2C3C=CC(CC3)C2C(=O)N1c1ccc(F)cc1 (stereo unspecified)
  -5	10	-20	?	7	2	8	-0.1%	0.4
> CN1C(=O)C(C)(C)N(C(=O)c2cccc([N+](=O)[O-])c2)c2ccccc21
  -1	11	1	-7%	13	4	6	-0.1%	-0.2
> CC1(C)CC(=O)C=C(Nc2ccccn2)C1
  2	-2	-3	-12%	-8	2	-9	-0.7%	-0.4
> O=C(NNc1nc(-c2ccccc2)cs1)c1ccco1
  10	1	-5	6%	13	2	6	0.5%	0.6
> CSc1nnc(C)c(=O)n1COC(=O)COc1ccccc1F
  5	4	1	-7%	-11	4	18	1.8%	-0.3
> NS(=O)(=O)c1ccc(Nc2nc(-c3ccc4ccccc4c3)cs2)cc1
  4	2	-4	3%	-18	7	-10	0.2%	1.4
> CN(C(=O)N1CCN(c2ccccn2)CC1)c1ccccc1
  -12	-13	-6	-9%	-4	0	-7	3.4%	4.8
> COc1ccc(NC(=S)N(CCc2nc3cc(C)c(C)cc3[nH]2)Cc2cccnc2)cc1
  -9	-7	-3	-14%	26	-1	37	-1.0%	-0.2
> O=C(CN1CCN(C(=O)C2CCCO2)CC1)Nc1ccc(F)cc1 (stereo unspecified)
  5	4	4	1%	0	2	0	1.9%	0.4
> Cc1cc(C)cc(C(=O)NCC(=O)NNC(=O)CSc2ccccc2F)c1
  -15	8	0	/	0	0	-8	0.1%	0.6
> O=C(CC(c1ccco1)S(=O)(=O)c1ccccc1)c1ccccc1 (stereo unspecified)
  -18	0	-4	-15%	-19	0	-5	-0.9%	-0.3
> CSc1ccccc1NC(=O)CCc1ccccc1
  9	-4	-6	-15%	-2	-1	-11	0.3%	-0.4
> Nc1nc2ccc(Cc3ccncc3)cc2s1
  /	-1	-8	-10%	2	7	20	-1.0%	-0.2
> Cc1ccc(S(=O)(=O)N2CCN(C(=O)c3c(-c4ccccc4)noc3C)CC2)cc1
  -8	-1	-5	2%	4	1	-21	-0.9%	0.0
> Cc1cc(C)cc(C(=O)NN2CCN(C)CC2)c1
  /	-2	-6	-4%	-4	2	4	0.6%	0.2
> COC(C[C@@H]1O[C@@H]1[C@H](O)COCc1ccccc1)OC
  5	-1	-1	-6%	/	3	-13	1.4%	0.3
> CCOC(=O)c1ccc(NS(=O)(=O)c2ccc3[nH]c4c(c3c2)CCCCC4)cc1
  7	4	2	?	/	8	18	2.4%	1.8
> CC(=O)c1ccc(NC(=O)CSc2nc3c(=O)n(C)c(=O)n(C)c3n2C)cc1
  -1	-1	-1	-2%	-5	1	/	4.6%	0.1
> CCOC(=O)c1sc(Nc2ccc(F)cc2)nc1C
  0	4	-5	-12%	-15	4	2	7.6%	1.3

# From PubChem

# An excerpt; count on the stated rates, not on these rows.
